# FUS yeast rescue = FUS proteinopathy suppression in yeast; S. cerevisiae FUS-expressing, growth rescue, OD600, 24 h; Potency, µM (top dose mostly 76.6 µM), for inactives: top-dose growth rescue (activation), most hits filed as activators; actives 0.24% (n = 390,000);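 also: potency is read from the fitted curve at half-maximal effect; plate controls were DMSO vehicle for no effect and reference control for full effect; nearly all actives have a fitted effect of over 55% in size; some results filed as inactive show a strong effect at the top dose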
#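 Toxicity suppression screen in FUS-yeast. Cells induced with 2% galactose, starting OD 0.005, treated 24hr at 30C with compounds at multiple final concentrations; growth by OD600.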
# MmCpn inh = M. maripaludis TRiC chaperonin inhibition; purified Mm-Cpn ATPase, ADP Transcreener TR-FRET; Potency, µM (series often up to 76.9 µM), for the others: at the highest dose activity, negative = inhibition, hits mostly inhibitors; actives 0.031% (n = 330,000); AID 504842; also: potency is read from the fitted curve at half-maximal effect; % is scaled to controls: 0 for no effect and ±100 for the full control effect; nearly all actives have a fitted effect of over 80% in size
#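 Quantitative HTS used 25 nM Mm-CPN and 10 uM ATP in magnesium/KCl Tris buffer, pH 7.4, with 1 mM DTT. Hydrolysis ran 30 min at 37°C; ADP was read by HTRF.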
# aSyn rescue = rescues yeast growth from alpha-synuclein toxicity; actives 0.14% (n = 370,000); Yeast expressing alpha-synuclein, growth rescue, BacTiter-Glo, 24 h; Potency, µM (series often up to 46.1 µM), for inactives: at the top dose growth rescue (activation), actives largely listed as activators; AID 652106; also: potency is read from the fitted curve at half-maximal effect; % of control where 0% means no effect; nearly all actives have a fitted effect of over 65% in size
#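 Rescue of yeast growth: cells expressing toxic alpha-synuclein, induced in galactose at OD600 0.02, incubated with compound 24 h at 30 C. ATP luminescence quantified growth; inhibitors of toxicity appear as activators.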
# pAkt inh = inhibitors of Akt phosphorylation; activity change, % for hits at 50 µM; actives 0.32% (n = 360,000); AID 651550; Neuro2A IGF-stimulated pAkt S473 HTRF, 20 min; active compounds read low; in the data active = activity change below about -80%; inconclusive = mostly about -51% to -80%; also: % is scaled to controls: 0 for no effect and ±100 for the full control effect
#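 Neuro2A cells (4,500/well, DMEM with 0.5% FBS) were treated with compound at a single 50 µM final concentration, stimulated with 6 nM IGF for 20 min at 37 °C, and lysed. Phospho-Akt Ser473 was read by HTRF as 665/615 ratio ×10^4.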
# GLP1R inv ag = inverse agonists of human GLP-1 receptor. AID 624417. actives 1.6% (n = 410,000). Potency, µM (titrated, usually from 38.3 µM), without a hit: at the highest dose activity change, negative = inhibition, hits mostly inhibitors. HEK293 GLP-1R CRE-luciferase, luminescence, 24 h; GLP-1R form is constitutively active; also: potency is read from the fitted curve at half-maximal effect; % is scaled to controls: 0 for no effect and ±100 for the full control effect; nearly all actives have a fitted effect of over 55% in size
# Target sequence (P43220 whole entry, looked up): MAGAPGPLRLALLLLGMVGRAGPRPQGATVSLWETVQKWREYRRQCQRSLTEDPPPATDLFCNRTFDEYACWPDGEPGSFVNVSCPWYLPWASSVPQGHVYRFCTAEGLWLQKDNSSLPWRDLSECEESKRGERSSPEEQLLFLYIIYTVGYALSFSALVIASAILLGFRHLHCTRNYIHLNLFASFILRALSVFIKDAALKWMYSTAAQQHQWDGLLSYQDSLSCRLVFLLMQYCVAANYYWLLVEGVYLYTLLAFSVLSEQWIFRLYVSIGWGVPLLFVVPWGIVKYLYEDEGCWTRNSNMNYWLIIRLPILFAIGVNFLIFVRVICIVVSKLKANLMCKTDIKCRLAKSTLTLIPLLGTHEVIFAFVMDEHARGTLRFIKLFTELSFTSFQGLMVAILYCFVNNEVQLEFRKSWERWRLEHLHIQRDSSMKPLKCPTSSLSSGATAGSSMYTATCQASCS
#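 Seeding at 200 cells/uL, 12 h culture, 24 hr compound treatment, then luciferase reagent and a luminescence read; cells are HEK293 stably expressing a constitutively active GLP-1R plus cAMP-responsive luciferase.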
# TDP-43 yeast inh = inhibitors of TDP-43 toxicity in yeast; actives 1.8% (n = 410,000); TDP-43 expressing yeast growth rescue, BacTiter-Glo, 24 h; Potency, µM (series often up to 46.1 µM), for the others: top-dose growth rescue (activation), actives largely listed as activators; also: potency is read from the fitted curve at half-maximal effect; % of control where 0% means no effect; nearly all actives have a fitted effect of over 50% in size
#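 Luminescence from BacTiter-Glo reports growth of TDP-43-expressing yeast after 24 hr at 30 deg C with compound. Cells were raffinose-pregrown to mid-log, then seeded in galactose medium at OD600=0.02.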
# Abeta yeast res = A-beta toxicity reversal in yeast | yeast expressing A-beta42, growth rescue, OD600, 48 h; response scale: 0% DMSO, 100% iron-clioquinol control | Potency, µM (highest dose often 46.1 µM), for inactives: at the highest dose growth rescue, hits mostly activators | actives 0.063% (n = 410,000) | AID 1347071; also: potency is read from the fitted curve at half-maximal effect; nearly all actives have a fitted effect of over 55% in size
#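 Growth rescue measured by 600 nm absorbance after 48 h yeast culture at 30 C with compound. Values normalized between DMSO and an equimolar ferric chloride plus clioquinol control.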
# GLP1R cytotox = cytotoxicity in counter-screen for GLP-1R inverse agonists; actives 0.13% (n = 410,000); AID 624418; Potency, µM (titrated, usually from 38.3 µM), for the others: top-dose activity change, negative = inhibition, usual class: inhibitors; HEK293 cAMP-luciferase reporter cells, luminescence, 24 h;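 also: loss of luciferase light is scored as toxicity; potency is read from the fitted curve at half-maximal effect; % is scaled to controls: 0 for no effect and ±100 for the full control effect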
#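 Cells in DMEM/10% Nu serum/1% pen-strep, 1536-well format. Pre-incubated 12 h, dosed with 23 nL compound, incubated a further 24 h. Luciferase detection, 12 min at room temp, luminescence.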
# PTHR1 agonist = PTHR1 (human) receptor agonism; Q03431; HEK293 GP2 PTHR1 cells, GloSensor cAMP luminescence, 1 h; Potency, µM (top dose mostly 115 µM), without a hit: top-dose activation, hits mostly activators; actives 0.075% (n = 410,000); also: potency is read from the fitted curve at half-maximal effect; nearly all actives have a fitted effect of over 55% in size; some results filed as inactive show a strong effect at the top dose; inactives centre near -15; many of its hits are not listed in these tables
# Target sequence (Q03431 whole entry, looked up): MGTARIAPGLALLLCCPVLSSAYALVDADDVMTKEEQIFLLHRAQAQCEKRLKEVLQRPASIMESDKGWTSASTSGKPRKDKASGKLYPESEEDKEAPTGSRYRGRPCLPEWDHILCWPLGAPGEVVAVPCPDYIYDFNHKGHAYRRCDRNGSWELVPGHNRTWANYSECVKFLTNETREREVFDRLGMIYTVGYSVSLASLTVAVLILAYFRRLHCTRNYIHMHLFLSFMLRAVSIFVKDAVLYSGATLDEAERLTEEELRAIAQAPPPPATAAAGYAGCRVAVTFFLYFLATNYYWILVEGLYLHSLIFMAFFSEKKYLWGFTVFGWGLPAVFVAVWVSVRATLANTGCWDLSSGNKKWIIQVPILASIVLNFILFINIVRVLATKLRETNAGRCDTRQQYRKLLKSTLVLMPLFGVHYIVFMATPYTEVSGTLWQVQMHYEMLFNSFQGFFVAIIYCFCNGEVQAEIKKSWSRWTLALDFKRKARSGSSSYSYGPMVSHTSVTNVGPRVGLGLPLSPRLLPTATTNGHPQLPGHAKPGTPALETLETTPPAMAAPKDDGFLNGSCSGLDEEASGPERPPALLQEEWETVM
#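 HEK-293-derived GP2 cells expressing PTHR1 and a GloSensor cAMP reporter, 3,000/well, plated overnight, given luciferin plus IBMX (each 0.5 mM as added) for 1 h at 37 °C, then compound for 1 h at 37 °C. Luminescence was read after 15 min at room temperature.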
# An asterisk follows results filed as active; i = inactive; u = inconclusive; x = not tested or not shown; & = joins results of further samples; [ ] = remark or other dose. Unless noted, calls follow the shape of the dose curve; as a rule, active = well fitted curve in the direction sought with a large enough effect; inconclusive = small, poorly fitted or top-dose-only effect, or another doubt; inactive = no such curve, though single readings can be large; an effect the other way counts as inactive or inconclusive. The list is partial. The share of hits here may be higher or lower than overall.
# Short keys – A = FUS yeast rescue; B = MmCpn inh; C = aSyn rescue; D = pAkt inh; E = GLP1R inv ag; F = TDP-43 yeast inh; G = Abeta yeast res; H = GLP1R cytotox; I = PTHR1 agonist
O=C(CSc1nnc(-c2ccccc2O)n1-c1ccccc1)Nc1cccc(C(=O)O)c1
  A = 22%; B = 1%; C = 2%; D = i; E = 8%; F = -11%; G = 6%; H = 1%; I = i
COc1ccc(C(C)=O)cc1COC(=O)c1ccc(N)c([N+](=O)[O-])c1
  A = -27%; B = 2%; C = 3%; D = i; E = 114%[activator]; F = u; G = -21%; H = -4%; I = i
CC(C)Oc1cccc(C(=O)N2CCCC2)c1
  A = -10%; B = -4%; C = 5%; D = i; E = u; F = -9%; G = 6%; H = 0%; I = i
COc1ccccc1OCC(=O)Nn1c(=S)[nH]c2ncccc2c1=O
  A = x; B = 2%; C = 8%; D = i; E = 5%; F = 0%; G = 7%; H = 3%; I = i
CC1=CC(C)(C)NC(=S)N1c1ccc(C)cc1C
  A = 27%; B = 1%; C = -9%; D = i; E = u; F = -19%[9.22 µM]; G = 9%; H = u; I = i
Cc1ccc(S(=O)(=O)N[C@H]2CCC[C@@H]2O)cc1
  A = -7%; B = x; C = 6%; D = i; E = 13%; F = 5%; G = -17%; H = 6%; I = i
Cc1c(C(=O)OCC(=O)Nc2ccc(S(N)(=O)=O)cc2)oc2c1ccc1ccccc12
  A = 29%; B = -15%; C = 5%; D = i; E = -14%; F = -3%[9.22 µM]; G = -12%; H = -9%; I = -9%
CC(=O)c1cc2c(cc1N/C(=N/S(=O)(=O)c1ccc(C)cc1)c1ccc(Cl)cc1)OCO2
  A = 3%&-30%; B = -2%; C = 14%; D = i; E = 16%&6%; F = -5%&22%; G = -18%&-3%; H = -3%&0%; I = 14%
O=C(CSCC(=O)Nc1ccccc1)N/N=C/c1c(O)ccc2ccccc12
  A = 13%; B = 4%; C = -4%; D = i; E = 0%; F = -20%; G = -15%; H = -10%; I = -21%[57.5 µM]
O=C(Nc1ccc2c(c1)OCCO2)C1CCCN1C(=O)Nc1ccccc1 (stereo not given)
  A = -14%; B = 0%; C = 1%; D = i; E = -9%; F = 0%; G = -5%; H = -3%; I = i
Cc1nc2c(OCc3ccc(C(F)(F)F)cc3)cccn2c1N(C)Cc1cccs1
  A = 8%; B = x; C = -7%; D = i; E = u; F = 22%; G = 10%; H = -22%; I = -54%[inhibitor]
O=C(Nc1ccccc1N1CCOCC1)c1cccnc1Cl
  A = -1%; B = 1%; C = -2%; D = i; E = 10%; F = 14%[9.22 µM]; G = -5%; H = -4%; I = i
O=C(c1ccc([N+](=O)[O-])cc1)N1CCSC1c1ccc(Cl)cc1 (stereo not given)
  A = -9%; B = 0%; C = 3%; D = i; E = -5%; F = 13%; G = 1%; H = 9%; I = -10%
CCCSc1ncc(Cl)c(C(=O)NCc2ccc(OC)cc2)n1
  A = 5%; B = x; C = x; D = x; E = -24%; F = u; G = 3%; H = 9%; I = -22%
COc1ccc(OC(F)(F)F)cc1CC1(C)C(=O)Nc2ccc(S(=O)(=O)NC3CCCCC3)cc21 (stereo not given)
  A = 32µM*; B = x; C = -6%; D = i; E = u; F = 12%; G = -4%; H = -19%; I = -85%[inhibitor]
CCOc1ccc(S(=O)(=O)NCCC(=O)N2CCC(Cc3ccccc3)CC2)cc1
  A = 22%; B = 1%; C = 13%; D = i; E = u; F = u; G = -9%; H = 6%; I = -27%
Cc1ccc(-n2nc3ccc(N)cc3n2)c(C)c1
  A = 9%; B = -2%; C = 0%; D = i; E = 9%; F = 15%; G = -10%; H = 12%; I = -21%
COC(=O)C(C(=O)OC)=C(/C=C/C=C/N(C)C)N(C)C
  A = 14%; B = 1%; C = 6%; D = x; E = 0%; F = -18%; G = -2%; H = u; I = 6%[57.5 µM]
Fc1ccc(NC(=S)N2CCN(C/C=C/c3ccccc3)CC2)c(F)c1
  A = -24%; B = -2%; C = -1%; D = i; E = u; F = 9%; G = 3%; H = -1%; I = -37%[inhibitor]
CC[C@@H](C)[C@H](NC(=O)C1CCN(C(=O)[C@@H](NS(=O)(=O)c2ccc(C)cc2)C(C)C)CC1)C(=O)O
  A = 22%; B = 2%; C = 1%; D = i; E = 6%; F = -4%; G = -5%; H = 10%; I = -10%[57.5 µM]
O=C(CCCn1c(=O)[nH]c2ccsc2c1=O)NCc1cccs1
  A = 17%; B = -2%; C = -1%; D = i; E = 8%; F = 13%; G = 10%; H = 5%; I = i
CCn1c(O)c(N=NC(=O)CNC(=O)Cc2ccccc2)c2ccccc21
  A = 21%; B = -1%; C = 6%; D = i; E = 66%[activator]; F = -9%; G = 7%; H = -1%; I = 29%
C/C(=N/NS(=O)(=O)c1ccccc1)c1ccc(NC(=O)C2CC2)cc1
  A = 29%; B = 0%; C = -2%; D = i; E = 11%; F = -8%; G = -4%; H = 25%; I = -24%
O=C(Oc1ccc2c(c1)OCO2)c1cc2c(s1)CCC2
  A = 33%; B = 2%; C = -25%; D = i; E = u; F = u; G = 7%; H = u; I = -8%[57.5 µM]
CC(C)=CC(=O)N1CCCc2ccccc21
  A = 3%; B = -2%; C = -19%; D = i; E = 0%; F = -16%; G = 6%; H = 0%; I = -4%[57.5 µM]
COc1ccc2c(Sc3ccc(C)cc3)c(C(=O)NCC(C)c3ccccc3)[nH]c2c1 (stereo not given)
  A = -19%; B = x; C = x; D = x; E = 6%; F = 2%; G = -14%; H = 2%; I = 1%
O=S(=O)(c1ccccc1)N1CCC(O)(CSc2ccc(F)cc2)CC1
  A = 25%; B = 0%; C = -1%; D = i; E = -23%[7.66 µM]; F = 13%[9.22 µM]; G = -16%; H = -2%[7.66 µM]; I = -27%
O=C1CC(c2ccc(F)cc2)C2=C(CCCC2=O)N1 (stereo not given)
  A = -28%; B = 1%; C = 2%; D = i; E = 0%; F = 20%; G = 7%; H = 19%; I = -22%
COc1ccc(NC(=O)c2cc(-c3ccccc3O)no2)cc1
  A = 4%; B = x; C = x; D = x; E = 10%; F = 0%[9.22 µM]; G = -3%; H = 3%; I = i
Cc1[nH]n(-c2ccccc2)c(=O)c1C(=O)c1ccccc1
  A = 9%; B = -2%; C = -19%; D = i; E = -10%; F = -26%; G = -54%[inhibitor]; H = -2%; I = -11%
COc1ccc(OC)c(-n2nnnc2SCC(=O)O)c1
  A = 14%; B = 1%; C = 2%; D = x; E = 0%; F = -6%; G = 13%; H = -13%; I = i
COc1cc(NC(=O)c2ccco2)c(OC)cc1NC(=O)CCC(=O)Nc1cc(C)ccc1C
  A = 27%; B = 2%; C = 3%; D = i; E = 0%; F = u; G = 16%; H = -18%; I = -11%[57.5 µM]
Cc1nn(C(C)C(=O)NCc2cccs2)c(=O)c2nn(-c3ccccc3)c(C)c12 (stereo not given)
  A = -10%; B = -2%; C = -8%; D = x; E = 20%; F = 5%; G = 3%; H = 4%; I = -2%
Cc1ccc(OCCN(C)C(=O)c2cc(COc3ccc(F)cc3F)on2)cc1
  A = x; B = 0%; C = 20%; D = i; E = u; F = 13%; G = -12%; H = 17%; I = -18%
CCOc1ccc(NC(=O)CCC(=O)c2ccc(F)cc2)cc1
  A = -20%; B = -4%; C = -1%; D = i; E = -23%; F = -13%; G = -14%; H = 2%; I = -1%
COC(=O)c1sccc1NC(=O)c1ccc(OC)cc1
  A = 12%; B = -8%; C = 5%; D = i; E = 25%; F = u; G = -13%; H = 17%; I = -12%[57.5 µM]
CCN(CC)C(=O)NC1CCCCCCC1
  A = 18%; B = -1%; C = 4%; D = i; E = 1%; F = 11%; G = -13%; H = 7%; I = -2%
COc1cccc(C(=O)N2CCC[C@H]2C(=O)N2CCC[C@H]2C(=O)N[C@H](C)c2ccccc2)c1
  A = 15%; B = x; C = -5%; D = i; E = 7%; F = 14%; G = -7%; H = 0%; I = i
O=C(Nc1ccc2ccccc2c1)[C@@H]1C[C@H]1[C@@H](NP(=O)(c1ccccc1)c1ccccc1)c1ccccc1
  A = 43%; B = -6%; C = 0%; D = i; E = u; F = -6%; G = 1%; H = -42%; I = -9%
CCCc1nnc(NC(=O)CS(=O)(=O)c2ccccc2)s1
  A = 7%; B = 0%; C = 2%; D = i; E = 5%; F = -10%; G = 4%; H = -1%; I = i

# Three entries from above, sorted by the value under MmCpn inh, highest first.
SMILES	MmCpn inh
O=C(CSCC(=O)Nc1ccccc1)N/N=C/c1c(O)ccc2ccccc12	4%
O=C(Oc1ccc2c(c1)OCO2)c1cc2c(s1)CCC2	2%
COc1ccc(OC)c(-n2nnnc2SCC(=O)O)c1	1%

# Going on with the list:
# Short keys – A = FUS yeast rescue; B = MmCpn inh; C = aSyn rescue; D = pAkt inh; E = GLP1R inv ag; F = TDP-43 yeast inh; G = Abeta yeast res; H = GLP1R cytotox; I = PTHR1 agonist
COc1ccc(OC)c(NC(=O)CC2C(=O)NCCN2C(=O)Nc2cccc(Cl)c2)c1 (stereo not given)
  A = 42%; B = 0%; C = -1%; D = x; E = 0%; F = -23%; G = -4%; H = 12%; I = i
COC(=O)[C@@]12C[C@@H](CC(=O)NCc3ccccc3)C(=O)N(Cc3cccc4ccccc34)C1=CCC(C)(C)C2
  A = u; B = x; C = 0%; D = i; E = u; F = -28%; G = -1%; H = u; I = -10%
COc1cccc(NC(=O)CCN2C(=O)C3CC=CCC3C2=O)c1 (stereo not given)
  A = 1%; B = 1%; C = 4%; D = i; E = -11%; F = 5%; G = 12%; H = u; I = i
O=S(=O)(NCC1CCCO1)c1ccc(NS(=O)(=O)c2ccc(F)cc2)cc1 (stereo not given)
  A = 9%; B = 2%; C = 4%; D = i; E = 16%; F = -9%; G = -2%; H = 2%; I = -5%
